MT1-MMP act inh – MT1-MMP (human) activation inhibition; P50281; HT1080 RFP-PRO-GFP cells, GFP/RFP ratio fluorescence, overnight; percent of plate control window, DMSO zero; AID 651647; GFP/RFP ratio change, % at 20 µM; hit rate 0.061% among 360,000;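 active = GFP/RFP ratio change of at least 30% with cell ATP level not reduced by more than half and red fluorescence within 50% of control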; also: strong numbers were not always called active
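Assay system: HT1080 cells carrying an RFP-PRO-GFP reporter | Dosing: Single dose of 20 µM compound, 1% DMSO final | Incubation: Cells overnight before dosing, compound overnight, 37 °C, 5% CO2 | Evaluation: GFP/RFP fluorescence ratio | Control set: DMSO and RFP-L50D-GFP cell wells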
Rpn11 block – Rpn11 (human) deubiquitinase inhibition. O00487. human 26S proteasome, Ub4-pepOG fluorescence polarization; 20S core pre-blocked with epoxomicin. AID 588493. calls only at 20 µM. hit rate 0.59% among 360,000;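 active = inhibition at 20 µM, scaled to each plate's controls, above about 33%, limit read from the data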
PABP1 MLLE inh – blocks PAM2 peptide binding to the PABP1 MLLE domain. GST-MLLE / FITC-PAM2 fluorescence polarization. P11940. hit rate 0.36% among 360,000. inhibition, % at 20 µM; in the data active = inhibition above about 35%, passing the limit was not always enough;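 also: plate controls were DMSO wells with GST-MLLE for no effect and wells lacking GST-MLLE protein for full effect; some results filed as inactive read as strong as hits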
Target sequence (P11940 whole entry, looked up, the tested form may be a part): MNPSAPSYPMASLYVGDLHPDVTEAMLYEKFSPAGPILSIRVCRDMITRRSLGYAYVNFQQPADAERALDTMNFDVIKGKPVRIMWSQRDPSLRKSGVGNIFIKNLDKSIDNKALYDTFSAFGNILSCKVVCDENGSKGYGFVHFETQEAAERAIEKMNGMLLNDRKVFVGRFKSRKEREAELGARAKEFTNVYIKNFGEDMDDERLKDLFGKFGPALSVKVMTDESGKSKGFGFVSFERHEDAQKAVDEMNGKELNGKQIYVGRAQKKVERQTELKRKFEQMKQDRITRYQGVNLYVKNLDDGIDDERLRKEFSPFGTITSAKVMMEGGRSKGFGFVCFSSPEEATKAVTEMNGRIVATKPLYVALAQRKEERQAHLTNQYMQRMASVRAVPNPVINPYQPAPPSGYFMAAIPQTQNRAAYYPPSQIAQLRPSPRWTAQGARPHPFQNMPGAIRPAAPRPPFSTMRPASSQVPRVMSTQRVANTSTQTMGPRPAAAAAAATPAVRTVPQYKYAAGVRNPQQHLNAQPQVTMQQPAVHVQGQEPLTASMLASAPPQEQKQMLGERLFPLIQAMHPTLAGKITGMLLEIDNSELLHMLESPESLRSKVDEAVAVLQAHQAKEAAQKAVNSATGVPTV
FAS-TE inh – FAS thioesterase (human) inhibition | P49327 | recombinant FAS-TE, OMFH fluorogenic substrate, fluorescence endpoint | inhibition, % at 15 µM | hit rate 0.67% among 360,000 | AID 602261;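 active = compounds whose normalised, plate-corrected inhibition of enzyme fluorescence in the single-dose primary screen is 50% or more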;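 also: 0% = DMSO with enzyme and 100% = substrate without enzyme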
MsrA act – bovine methionine sulfoxide reductase A activation; purified bovine MsrA, absorbance read-out; activation, % at 10.6 µM; hit rate 0.3% among 360,000; in the data active = activation above about 7.5%;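 also: 0% = vehicle and 100% = reference activator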
MsrA inh – bovine MsrA inhibition. purified bovine MsrA, absorbance read-out. inhibition, % at 15.5 µM. hit rate 0.75% among 360,000; in the data active = inhibition above about 4.5%;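 also: 0% = vehicle wells with enzyme and 100% = reference inhibitor wells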
Rin1-Abl PPI inh – inhibitors of human Rin1-Abl protein interaction; hit rate 0.4% among 360,000; TR-FRET Rin1/Abl binding, biochemical; AID 588664; inhibition, % at 7.35 µM; P00519+Q13671; in the data active = inhibition above about 5%, passing the limit was not always enough
E coli Lon inh – inhibits E. coli Lon protease | purified E. coli Lon protease, fluorescence polarization | inhibition, % at 7.94 µM | AID 602123 | hit rate 0.42% among 360,000; in the data active = inhibition above about 13%, passing the limit was not always enough;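 also: 0% = enzyme with probe and DMSO and 100% = no enzyme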
CSN inh – inhibitors of human CSN-mediated cullin deneddylation. Purified CSN, SCF-Nedd8-OG deneddylation, fluorescence polarization. Q92905. hit rate 0.38% among 360,000. inhibition, % at 12.5 µM;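 active = pattern-corrected inhibition above about 35%, with an unprinted fluorescence ratio check between 0.5 and 1.5, limit read from the data, passing the limit was not always enough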;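 also: 0% = enzyme with substrate and 100% = substrate without enzyme; some results filed as inactive read as strong as hits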
Target sequence (Q92905 whole entry, looked up, one chain of several): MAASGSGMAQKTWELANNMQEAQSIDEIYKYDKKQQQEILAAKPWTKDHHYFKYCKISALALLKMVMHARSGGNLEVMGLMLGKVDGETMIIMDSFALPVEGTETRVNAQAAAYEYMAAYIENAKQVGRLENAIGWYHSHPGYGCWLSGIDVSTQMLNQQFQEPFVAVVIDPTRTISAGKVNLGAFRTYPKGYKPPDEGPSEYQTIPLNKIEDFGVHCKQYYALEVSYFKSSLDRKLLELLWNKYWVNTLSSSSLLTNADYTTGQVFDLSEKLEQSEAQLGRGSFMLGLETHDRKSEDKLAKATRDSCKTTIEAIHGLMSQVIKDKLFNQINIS
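Detection – fluorescence polarization · System – HEK293T-derived human Csn5 enzyme · Controls – substrate-only high control, full reaction low control · Timing – 90 min, room temperature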
Starred values were filed as active, the others as inactive; i = inactive; x = not tested or not shown.

Start of the listing, in advance:
Structure	MT1-MMP act inh	Rpn11 block	PABP1 MLLE inh	FAS-TE inh	MsrA act	MsrA inh	Rin1-Abl PPI inh	E coli Lon inh	CSN inh
CC(=C\c1ccccc1)/C=C1/SC(=S)N(CCC(=O)O)C1=O	6	i	11	-1	-12	-0.8	3	8	8
CCn1cc(/C=C(\NC(=O)c2ccc(OC)c(OC)c2)C(=O)N2CCOCC2)c2ccccc21	0	i	-4	-6	-5	3.8	-1	-15	2
COc1ccc(C2=NN(C(=O)c3cccs3)C(c3ccccc3OC)C2)cc1OC (configuration not stated)	-9	i	2	44	-4	2.5	-1	-9	-4
CCN(CC)CCOC(=O)C1(c2ccc([N+](=O)[O-])cc2)CCCC1	-3	i	-6	3	-2	0.1	0	-16	-1

Results, from the first entry:
Structure	MT1-MMP act inh	Rpn11 block	PABP1 MLLE inh	FAS-TE inh	MsrA act	MsrA inh	Rin1-Abl PPI inh	E coli Lon inh	CSN inh
CC(=C\c1ccccc1)/C=C1/SC(=S)N(CCC(=O)O)C1=O	6	i	11	-1	-12	-0.8	3	8	8
CCn1cc(/C=C(\NC(=O)c2ccc(OC)c(OC)c2)C(=O)N2CCOCC2)c2ccccc21	0	i	-4	-6	-5	3.8	-1	-15	2
COc1ccc(C2=NN(C(=O)c3cccs3)C(c3ccccc3OC)C2)cc1OC (configuration not stated)	-9	i	2	44	-4	2.5	-1	-9	-4
CCN(CC)CCOC(=O)C1(c2ccc([N+](=O)[O-])cc2)CCCC1	-3	i	-6	3	-2	0.1	0	-16	-1
O=C(Nc1ccccc1Cl)C1CC(=O)N(Cc2ccco2)C1 (configuration not stated)	0	i	-1	-6	-8	1.5	5	-5	1
CCOC(=O)C1(CCOc2ccccc2)CCN(Cc2ccc(F)c(OC)c2)CC1	-1	i	11	18	1	0.2	-2	-6	0
Cc1nn2c(-c3ccc(Cl)cc3Cl)nnc2s1	0	i	10	-5	-1	0.4	0	-5	-3
Cc1ccc(-c2nn(-c3ccccc3Cl)cc2C(=O)NCC2CCCO2)cc1 (configuration not stated)	3	i	14	-2	-2	0.0	-1	-1	0
Cc1ccc(CCN2CC(C(=O)NCCCN3CCCCC3)CC2=O)cc1 (configuration not stated)	1	i	-7	-4	-5	0.2	-1	-1	-3
CCC(=O)Nc1ccc2c(c1)nc(CN1CCCCC1)n2C	1	i	-7	-3	-10	-0.9	2	4	-2
O=C(NCc1cccnc1)c1ccc(NS(=O)(=O)c2ccc(F)cc2)cc1	-3	i	3	-4	-6	-0.4	2	2	-6
CC(=O)Oc1ccc(C(=O)Nc2cc(NC(=O)c3ccc(OC(C)=O)cc3)cc(C(=O)NC(C)(C)C)c2)cc1	2	i	-21	6	0	-0.2	0	-12	0
Cc1ccc(-c2nc3n(n2)Cc2ccccc2-3)cc1	-2	i	-13	-1	-2	1.5	-1	0	1
CC1CCCN(C(C(=O)Nc2ccc3c(c2)OCO3)c2ccccc2)C1 (configuration not stated)	3	i	6	6	-6	0.0	2	-10	-5
CCCNC(=O)C1CCN(S(=O)(=O)c2ccc(-c3nn[nH]n3)cc2)CC1	0	i	6	-8	-1	0.5	0	5	2
COc1ccc(NC(=O)Cc2c(SC)c3ccccc3n2Cc2ccccc2)cc1	5	i	-4	2	0	0.7	0	9	-2
O=C(CN1C(=O)CSC1=O)N1CCCC(Nc2ccc(F)cc2)C1 (configuration not stated)	-4	i	23	-3	-6	0.0	3	3	3
O=C(COC(=O)Cn1cnc2ccccc21)Nc1ccc(OC(F)F)cc1	-4	i	-3	-2	-9	-0.6	-2	-19	0
O=C(CN1C(=O)c2ccccc2S1(=O)=O)Nc1cccnc1	5	i	5	-12	-3	-0.8	2	-5	2
O=C(O)c1nn(CC(=O)N2CCN(S(=O)(=O)c3ccc(Cl)cc3)CC2)c(=O)c2ccccc12	0	i	-4	2	-3	1.7	-1	-7	-2
COc1ccc(C2=CC(=O)CC(c3ccc(OC)cc3)C2)cc1 (configuration not stated)	2	i	-8	19	-4	1.1	0	1	0
S=c1[nH]nc2ccc3ccccc3n12	7	i	1	-3	11*	2.5	0	-1	0
CO/N=C/c1ccc(Oc2ccc(C)cc2)c([N+](=O)[O-])c1	-2	i	0	20	-4	-1.6	1	2	-8
O=C(/C=C/c1ccccc1[N+](=O)[O-])N1CCN(C(=O)c2ccco2)CC1	-2	i	-10	0	-6	1.1	1	-8	-3
Cc1cccc(C(=O)N/N=C/c2ccccn2)c1	7	i	2	-4	-4	-0.5	1	7	3
CC(=O)Nc1ccc(S(=O)(=O)NCC(=O)OCC(=O)N2CCCc3ccccc32)cc1	0	i	7	-9	-4	-1.0	2	-5	-12
Cc1cccc(CNS(=O)(=O)c2ccc(-c3ccc(=O)[nH]n3)s2)c1	3	i	8	3	-2	1.1	-5	0	4
O=C(Cc1ccccc1)Nc1ccc(NC(=O)c2cccs2)cc1Cl	6	i	2	-5	-14	-1.9	0	-6	-1
COc1cccc(CN2CCC(C(=O)N3CCN(c4ccccc4F)CC3)CC2)c1OC	1	i	13	-10	-4	1.6	-4	-9	0
O=C(NCCCc1ccccc1)c1cnc2n(c1=O)CCS2	2	i	23	-58	-12	-1.4	-1	-4	-3
CSC(=S)N/N=C/c1ccccc1	0	i	14	3	0	2.8	3	0	4
Cc1cc(=O)[nH]c(SCC(=O)Nc2ccc(S(N)(=O)=O)cc2)n1	-1	i	21	-6	-2	0.6	3	-3	-1
COC(=O)c1cc(Br)ccc1OC(=O)c1cccnc1	0	i	9	0	-1	1.0	-3	-2	-3
CC(=O)NC1C(=O)N(CCc2ccccc2)c2ccccc21 (configuration not stated)	-4	i	0	-6	-1	1.1	1	1	-3
O=C1N2CN(C(c3ccccc3)c3ccccc3)CN=C2SC1(CO)CO	1	i	2	-8	-3	-0.3	2	-9	-4
O=C1Nc2ccc(S(=O)(=O)N(CCO)CCO)c3cccc1c23	6	i	11	-6	-4	0.5	-1	-2	1
CNC(=O)C(C#N)(Cc1cc(C(C)=O)ccc1OC)Cc1cc(C(C)=O)ccc1OC	-4	i	-9	-2	-6	1.4	1	3	-4
COc1ccc(/C=N/Nc2nc(-c3cccnc3)nc3ccccc23)c(OC)c1	-2	i	-17	-2	1	1.6	2	-2	37
Cc1noc(C)c1COc1ccccc1C(=O)Nc1ccc(C(N)=O)cc1	-1	i	4	-3	-10	-0.5	2	-1	-3
CCN(CC)CCN(C(=O)c1cccc(N2C(=O)CCC2=O)c1)c1nc2cc3c(cc2s1)OCO3	-9	i	-2	-3	-2	-1.3	-3	-2	-5
O=C(COc1ccccc1Cl)NNC(=O)C1CCCO1 (configuration not stated)	3	i	11	-5	-4	-1.0	-3	0	-4
CCCCN(CC)CCCNC(=O)c1cc2c(=O)n(C)c3ccccc3c2n1C	7	i	0	-6	-2	1.8	-2	-4	2
CCOC(=O)c1c(-c2ccccc2)oc2ccc(O)c(CN3CCCC3)c12	0	i	9	-22	-12	0.0	-3	0	6
O=C(NCc1ccc(Cl)cc1)Nc1ccc(F)cc1	1	i	7	0	-3	-1.2	-1	-1	-4
O=C(Nc1ccccc1)C1CCN(S(=O)(=O)c2cccs2)CC1	-1	i	-7	-3	-1	-1.1	0	-3	0
COc1ccc([C@H]2CC(=O)C=C(c3ccc4cc[nH]c4c3)C2)cc1	7	i	-22	15	-3	2.9	-1	1	8
COc1ccc(-c2cc(C(F)(F)F)nc(S(=O)(=O)CCCC(=O)Nc3cc(C)on3)n2)cc1OC	-7	i	8	2	-3	2.5	-1	2	2
O=C(OCc1c(-c2ccccc2)ncc2ccccc12)c1ccc(C(F)(F)F)cc1	1	i	24	36	-2	0.6	-1	-5	0
O=C(COC(=O)c1ncc(Cl)c(Cl)c1Cl)c1ccc(Cl)s1	2	i	5	40	-5	0.0	-4	3	4
N[C@@H](Cc1ccccc1)C(=O)N1CCC(C(=O)N[C@@H](Cc2c[nH]c3ccccc23)C(=O)O)CC1	-5	i	-5	-5	-5	-0.3	4	1	-1
CCOC(=O)c1c(-c2ccc(C)o2)csc1NC(=O)CN(C)CC(=O)Nc1ccc(C)cc1	-8	i	-5	22	-5	1.4	-3	0	2
CC(C)[C@H](NC(=O)N1CC(=O)Nc2ccccc21)C(=O)N[C@H](Cc1c[nH]c2ccccc12)C(=O)O	0	i	-9	-5	1	1.5	1	-3	3
CCOc1ccc(NC(=O)CSc2nnc(C3CC3)n2C)cc1S(=O)(=O)N1CCCCC1	2	i	-18	-7	-2	1.1	3	-3	-2
O=C(COC(=O)C1=COCCO1)Nc1ccc(Br)cc1Br	4	i	-11	-5	-3	0.2	4	-2	1
Cc1ccc(S(=O)(=O)CNC(=O)c2ccccc2)cc1	-7	i	-1	-5	-1	-1.3	-5	0	2
O=C(COc1ccc(S(=O)(=O)N2CCOCC2)cc1)Nc1ccc(Cl)c(C(F)(F)F)c1	-8	i	-1	32	-1	-0.1	4	-12	9

Carrying on:
Structure	MT1-MMP act inh	Rpn11 block	PABP1 MLLE inh	FAS-TE inh	MsrA act	MsrA inh	Rin1-Abl PPI inh	E coli Lon inh	CSN inh
CCCn1c(CNC(=O)c2cccs2)nc2ccccc21	6	i	-6	1	-1	-0.8	3	-2	0
CCC1OC(C)Cc2[nH][nH]c(=O)c21 (configuration not stated)	3	x	x	-12	-4	-0.3	x	-2	-3
COc1ccc(C(=O)c2coc3ccc(O)c(CN4CCCC4)c23)cc1	1	i	-4	-9	-1	0.4	-3	-4	3
COc1ccc(-c2ccnc(SCC(=O)Nc3ccccn3)n2)cc1	0	i	-11	5	-4	2.5	-1	-7	3
N#Cc1c(N2CCOCC2)nsc1-c1ccccc1	-4	i	0	-3	-5	0.3	-2	1	-9
O=C(CN1CCCCCC1)Nc1ccc(Oc2ccccc2)cc1	-2	i	4	8	-1	1.4	2	-6	8
O=C(NCCN1CCCCC1)c1cc2ccccc2[nH]1	2	i	30	-5	0	0.3	0	-14	8
CN(CC(=O)Nc1ccc(S(=O)(=O)N2CCCC2)cc1)Cc1ccc(Cl)c(Cl)c1	0	i	4	36	0	0.9	-5	-12	7
Cc1ccc(N2CCN(CC3CC=CCC3)CC2)cc1 (configuration not stated)	-1	i	6	-3	-2	0.5	-4	0	-3
Cc1ccccc1CN1CCSc2sccc2C1=O	0	i	3	0	-4	1.1	-2	1	1
COc1ccc(N(CC(=O)O)S(=O)(=O)c2ccc(OC)c(OC)c2)cc1	-2	i	-2	-5	1	-1.2	0	0	-5
NC(=O)c1ccsc1NC(=O)CSc1nncs1	-1	i	-6	-6	-2	-0.2	3	-11	-2
COc1ccccc1OCc1ccc(C(=O)NN)cc1	-12	i	-18	-6	-3	1.2	-1	-5	4
COc1ccc(S(=O)(=O)N2CCCOC2CNC(=O)C(=O)NCc2ccco2)cc1 (configuration not stated)	3	i	12	-11	4	0.7	3	-3	6
Cc1ccc(CNC(=O)c2cccc3c2C(=O)c2ccc(N4CCCCC4)cc2S3(=O)=O)cc1	-105	x	-85	-119	-8	0.1	-1	-88	31
COc1ccc(-n2cc3c(-c4cccc(Br)c4)nnc(C)c3n2)cc1	-48	x	i	-5	0	-0.4	-2	-320	-57
C=CCn1c(Cc2cccs2)nnc1SC/C=C/c1ccccc1	-1	i	-20	1	-3	-2.0	-1	10	11

Source: PubChem (several laboratories)

Compounds as they come; about 3.7% have a hit in one of these screens.
